CHO-K1 Ca ag – counter-screen for M1 agonists: effect in parental CHO-K1 cells. Fluo-8 calcium fluorescence; scaled to maximal ATP response, vehicle zero. activation, % at 3 µM. 360,000 tested, 0.48% active. AID 602248, 2012; in the data active means activation above about 15%;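 further: untransfected CHO-K1 host cells lacking M1 receptor as counterscreen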
M1 antag – human M1 muscarinic receptor antagonists, primary screen, CHO-K1 cells, Fluo-8 calcium fluorescence, 1536-well; Muscarinic acetylcholine receptor M1 (Homo sapiens), P11229; CHO-K1 hM1, ACh EC80 antagonist; inhibition, % at 3 µM; 360,000 tested, 1.3% active; AID 588852, 2011;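 active means percent inhibition above its own plate's cutoff, namely the mean of that plate's compound wells plus 3 SD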;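 further: peak over basal fluorescence ratio during 140 s after agonist addition; 0% = ACh EC80 plus DMSO and 100% = DMSO alone without agonist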
Target sequence (P11229 whole entry, looked up): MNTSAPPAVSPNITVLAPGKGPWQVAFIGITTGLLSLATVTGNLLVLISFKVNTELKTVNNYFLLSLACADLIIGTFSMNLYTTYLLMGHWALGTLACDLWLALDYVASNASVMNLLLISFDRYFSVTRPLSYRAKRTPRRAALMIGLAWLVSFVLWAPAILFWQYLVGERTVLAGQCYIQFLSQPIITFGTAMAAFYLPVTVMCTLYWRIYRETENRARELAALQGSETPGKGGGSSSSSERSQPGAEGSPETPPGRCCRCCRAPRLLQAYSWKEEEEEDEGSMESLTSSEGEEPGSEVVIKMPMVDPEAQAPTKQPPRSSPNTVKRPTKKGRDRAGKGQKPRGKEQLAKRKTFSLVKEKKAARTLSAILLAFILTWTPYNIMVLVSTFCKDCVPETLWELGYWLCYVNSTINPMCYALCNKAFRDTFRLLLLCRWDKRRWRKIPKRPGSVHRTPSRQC
TAAR1 antag – human TAAR1 antagonists, primary screen, Fluo-8 calcium fluorescence, CHO RD-HGA16 cells. Trace amine-associated receptor 1 (Homo sapiens), Q96RJ0. antagonist. inhibition, % at 3 µM. 360,000 tested, 1.5% active. AID 624466, 2012;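 active means inhibition above a per-plate cutoff, the mean inhibition of test compounds on that plate plus 3 SD, cut at about 49% in these data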;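 further: 0% = DMSO plus EC80 beta-PEA response and 100% = DMSO alone without agonist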
Target sequence (Q96RJ0 whole entry, looked up): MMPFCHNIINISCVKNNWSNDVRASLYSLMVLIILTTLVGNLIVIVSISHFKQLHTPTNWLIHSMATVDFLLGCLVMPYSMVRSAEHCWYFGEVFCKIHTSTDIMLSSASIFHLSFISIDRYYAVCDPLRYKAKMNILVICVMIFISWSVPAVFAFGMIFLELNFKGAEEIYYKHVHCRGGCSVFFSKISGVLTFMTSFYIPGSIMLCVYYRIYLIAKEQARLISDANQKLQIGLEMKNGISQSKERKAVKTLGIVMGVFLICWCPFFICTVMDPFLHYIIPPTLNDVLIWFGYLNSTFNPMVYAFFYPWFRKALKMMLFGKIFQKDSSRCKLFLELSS
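Assay system: CHO-derived RD-HGA16 cells stably expressing human TAAR1 plus Gα16. Timing: 140 s kinetic read after compound, 140 s after agonist. Technique: kinetic Fluo-8 calcium fluorescence measurement. Measure: % inhibition of agonist calcium response.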
CHO parental Ca – ATP-evoked calcium signal inhibitors, parental CHO, primary screen, counter-screen for OX1R antagonist project, cell-based, fluorescence, Fluo-8 calcium dye | parental CHO-K1, ATP-induced calcium, Fluo-8 fluorescence | 330,000 tested, 0.63% active | inhibition, % at 5.6 µM | AID 463079, 2010;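 active means inhibition above that plate's mean sample inhibition plus 3 SD, cut at about 26% in these data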;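 further: 0% = ATP-challenged DMSO wells and 100% = DMSO wells without ATP; some compounds past the cut are filed as inactive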
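Material: Parental CHO cells | Reagent: ATP | Compound dosing: Single nominal dose of 5.6 µM per compound | Detection: Intracellular calcium via Fluo-8 no-wash fluorescent dye | Read-out: % inhibition of ATP-induced calcium mobilization | Benchmarks: Low control ATP plus DMSO, high control DMSO only | Replicates: Singlicate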
M1 ag – human M1 muscarinic receptor agonists, primary screen, Fluo-8 calcium fluorescence, CHO-K1 cells, HTS | Muscarinic acetylcholine receptor M1 (Homo sapiens), P11229 | CHO-K1 hM1, agonist mode; 0% DMSO, 100% acetylcholine EC100 | activation, % at 3 µM | 360,000 tested, 0.33% active;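 active means activation above the run's mean compound activation plus 3 SD, cut at about 16% in these data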;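 further: peak over basal fluorescence ratio within a 140 s kinetic read after compound addition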
CHRM1 PAM – human M1 muscarinic receptor positive allosteric modulators, primary screen, CHO-K1 cells, Fluo-8 calcium fluorescence, 1536-well; AID 588819, 2011; Muscarinic acetylcholine receptor M1 (Homo sapiens), P11229; CHO-K1 hM1, ACh EC20; 0% = ACh EC20, 100% = maximal ACh; activation, % at 3 µM; 360,000 tested, 0.088% active; in the data active means activation above about 19%, passing the limit was not always enough
CHO-K1 Ca PAM – nonselective calcium activators in parental CHO-K1 cells, primary screen, counter-screen for M1 PAM project, cell-based, Fluo-8 calcium fluorescence, full deck, 1536-well | ATP EC20; 0% at ATP EC20, 100% at ATP max | 360,000 tested, 0.02% active | activation, % at 3 µM;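 active means activation above the run cutoff, the mean activation of all test compounds plus 3 SD, cut at about 40% in these data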;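 further: peak over basal fluorescence ratio in a 140 s read after ATP addition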
CHO-K1 Ca antag – nonselective inhibitor or artifact in parental CHO-K1 cells. ATP-induced calcium, Fluo-8 fluorescence. AID 602250. 360,000 tested, 0.6% active. inhibition, % at 3 µM;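 active means inhibition above a per-plate cutoff, the plate's mean sample inhibition plus 3 SD, cut at about 24% in these data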;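 further: 0% = DMSO plus EC80 ATP and 100% = DMSO alone without ATP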
TAAR1 agonist – human TAAR1 agonists, primary screen, Fluo-8 calcium fluorescence, CHO RD-HGA16 cells. 360,000 tested, 0.99% active. Trace amine-associated receptor 1 (Homo sapiens), Q96RJ0. vehicle wells 0%, saturating PEA agonist 100%. activation, % at 3 µM;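 active means activation above the mean activation of all test compounds in the run plus 3 SD, cut at about 38% in these data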
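Test system: RD-HGA16 (CHO) cells co-expressing Gα16 and hTAAR1 | Doses: Single dose, 3 µM | Schedule: 17-24 h seeding, 75 min 37 °C dye, 30 min RT | Evaluation: % activation from peak over basal fluorescence ratio, DMSO-to-PEA scaled | Technique: Kinetic Fluo-8 calcium fluorescence | Benchmarks: Low control DMSO, high control PEA (EC100)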
Starred values were filed as active, the others as inactive; x = no result given.

1	Cc1nn(Cc2ccc(F)cc2)c(C)c1NC(=O)c1cnn2cccnc12
2	O=C(N/N=C/c1ccc(-c2cccc(C(F)(F)F)c2)o1)c1cccc(F)c1
3	CC(OC(=O)c1ccc(S(=O)(=O)N(C)C)cc1)C(=O)Nc1ccc(Cl)cn1 (stereo not drawn)
4	CCCCN1C(=N)N([C@@H](C)CN2CCC[C@H]2CN2C(N)=NC[C@@H]2Cc2ccccc2)C[C@H]1Cc1ccccc1
5	CCOC(=O)c1c(C)[nH]c(C(=O)C(C)Cl)c1C (stereo not drawn)
6	CN(C)CCCNS(=O)(=O)c1ccc(NC2CCCCCC2)c([N+](=O)[O-])c1
screen / no.,1,2,3,4,5,6
CHO-K1 Ca ag,0.7,3.8,0.2,-0.1,0.9,14
M1 antag,-11,0,6,94*,-5,14
TAAR1 antag,9,25,13,-4,-10,-6
CHO parental Ca,-8,-12,-17,-7,-10,28
M1 ag,-3,-3,-7,-13,-7,-11
CHRM1 PAM,6,4,-4,-40,-6,-11
CHO-K1 Ca PAM,22,10,-9,-6,-6,-4
CHO-K1 Ca antag,-15,-5,9,-2,6,17
TAAR1 agonist,4,11,1,6,-1,25

7	O=C(Cc1nc(=O)c2ccccc2s1)Nc1ccccc1
8	COc1ccccc1NC(=O)/C(C#N)=C/c1cccn1C
9	Cc1ccc(S(=O)(=O)c2nc(-c3ccccc3)oc2NCCN2CCOCC2)cc1
10	CC(C)NC(=O)Nc1cccc2c1O[C@H](CN(C)S(=O)(=O)c1cccs1)[C@@H](C)CN([C@H](C)CO)C2=O
11	Cc1ccccc1NC(=S)NNC(=O)c1ccoc1C
12	CCN1C(=O)C(CC(=O)Nc2ccc(OC)cc2)N(CCc2ccccc2)C1=S (stereo not drawn)
screen / no.,7,8,9,10,11,12
CHO-K1 Ca ag,0.9,0.8,-0.2,0.1,1.4,7.8
M1 antag,-13,-7,-7,-8,-9,15
TAAR1 antag,3,-14,-3,-6,-7,43
CHO parental Ca,-17,-2,-27,-11,5,-12
M1 ag,-6,-5,-2,-2,-4,-3
CHRM1 PAM,11,6,1,10,6,-3
CHO-K1 Ca PAM,14,11,11,8,22,6
CHO-K1 Ca antag,0,-3,-11,-2,-13,-2
TAAR1 agonist,6,0,17,0,4,9

13	Cc1ccccc1NC(=O)Cn1cccc1
14	COC(=O)C1CCN(C(=O)CN2C(=O)c3ccccc3S2(=O)=O)CC1
15	Cc1ccc(/C(O)=C2\C(=O)C(=O)N(CC(C)O)C2c2ccc(N(C)C)cc2)cc1 (stereo not drawn)
16	O=C(Nc1cccc(C(F)(F)F)c1)c1cc2ncc(Br)cn2n1
17	O=C(Cc1cccc(NC(=O)C2CCCN(C(=O)c3ccccc3)C2)c1)Nc1ccc(C(=O)N2CCCCC2)cc1 (stereo not drawn)
18	COc1ccc(-n2nnc3c(SCc4ccccc4)ncnc32)cc1
screen / no.,13,14,15,16,17,18
CHO-K1 Ca ag,0.8,1.3,-0.5,-0.1,-0.7,0.4
M1 antag,-11,-7,-5,-6,-8,-6
TAAR1 antag,-19,-9,-24,-8,-16,6
CHO parental Ca,-24,-2,-1,-5,x,-3
M1 ag,-5,9,-3,-5,-3,-3
CHRM1 PAM,6,2,3,1,3,5
CHO-K1 Ca PAM,21,-7,3,12,2,9
CHO-K1 Ca antag,-22,4,-3,-17,1,-14
TAAR1 agonist,13,1,2,8,3,2

19	CCc1c(C)sc(NC(=O)c2cccs2)c1C(N)=O
20	CC(=O)c1c(C)n(CC(=O)NCc2ccco2)c2ccccc12
21	CCCCn1c(N)c(N(CC)C(=O)/C=C/c2ccco2)c(=O)[nH]c1=O
22	O=C(Oc1ccc(C(=S)N2CCOCC2)cc1)c1ccc([N+](=O)[O-])cc1[N+](=O)[O-]
23	O=C(Cc1cccs1)NNC(=O)c1ccc(F)cc1
24	CCN(CC)CCNC(=O)c1ccc(NC(=O)c2ccc(F)cc2)cc1
screen / no.,19,20,21,22,23,24
CHO-K1 Ca ag,0.2,1.9,0.6,0.8,0.0,-0.4
M1 antag,-17,35*,-4,-12,-13,-4
TAAR1 antag,7,-7,-19,3,13,-27
CHO parental Ca,-17,-2,-6,-4,-2,-3
M1 ag,-2,-3,-3,-3,-2,-8
CHRM1 PAM,0,-9,6,6,2,-3
CHO-K1 Ca PAM,2,2,4,17,2,2
CHO-K1 Ca antag,-10,-27,-9,-13,-2,-6
TAAR1 agonist,0,0,4,2,0,0

25	CCN(CC(=O)NCc1ccc(F)cc1)C(=O)c1ccc(C(=O)c2ccccc2)cc1
26	O=c1n(-c2ccccc2)c(=O)n2n1CCC2
27	CCCCn1c(N)c(N(CCOC)C(=O)C2CCN(S(=O)(=O)c3ccc(C)cc3)CC2)c(=O)[nH]c1=O
28	Cc1ccc([N+](=O)[O-])cc1S(=O)(=O)Nc1ccc(C(=O)NCc2ccccn2)cc1
29	NNC(=O)c1cccnc1Oc1ccccc1
30	CC(=O)c1ccc(NC(=O)c2cnn3ccccc23)cc1
screen / no.,25,26,27,28,29,30
CHO-K1 Ca ag,11,-0.1,0.1,0.1,3.9,3.3
M1 antag,-6,-19,-11,-2,9,-2
TAAR1 antag,20,-6,9,-22,-1,10
CHO parental Ca,2,2,-11,12,-10,-10
M1 ag,1,-4,1,-2,-5,-2
CHRM1 PAM,-3,4,10,-3,-1,-5
CHO-K1 Ca PAM,-22,-2,0,-22,-6,1
CHO-K1 Ca antag,-7,-5,-7,6,3,13
TAAR1 agonist,8,6,7,3,5,3

31	CC(C)c1cc(C(=O)NCc2cccnc2)no1
32	O=C1CCCc2c1cc(-c1ccccc1)n2-c1ccc(O)cc1
33	CCOC(=O)N/N=C(/C)c1cccc(-n2cnnn2)c1
34	Cc1ccc(OCCSc2nc3ccccc3n2CC(=O)O)cc1
35	COc1cc([N+](=O)[O-])ccc1-c1ccc(/C=C2\C(=O)ON=C2c2ccccc2)o1
36	O=C1[C@H]2[C@@H](c3ccc(F)cc3)N3C(=O)N(c4cccc(Br)c4)C(=O)[C@@]3(Cc3ccccc3)[C@H]2C(=O)N1C1CCCCC1
screen / no.,31,32,33,34,35,36
CHO-K1 Ca ag,0.3,1.4,0.8,0.7,-0.1,-0.6
M1 antag,-2,1,-14,-9,-6,13
TAAR1 antag,x,-10,20,-22,-11,3
CHO parental Ca,3,-17,3,9,x,-22
M1 ag,-6,-7,-4,-5,0,-1
CHRM1 PAM,8,3,14,6,17,-7
CHO-K1 Ca PAM,18,-3,22,-5,2,-14
CHO-K1 Ca antag,-5,9,-7,3,-2,0
TAAR1 agonist,x,15,1,3,0,1

37	NC(=O)CC(NC(=O)Cc1cccc2ccccc12)c1ccc(NCCN2CCCC2)c([N+](=O)[O-])c1 (stereo not drawn)
38	COc1ccc(COc2cc(-c3cccc(OC)c3)nc3ccc(NC(C)=O)cc23)cc1
39	COc1ccc(S(=O)(=O)NCc2c(-c3ccccc3)noc2C)c(OC)c1
40	O=C(c1cnn2c1NC(c1ccc(Br)cc1)CC2C(F)(F)F)N1CCN(C23CC4CC(CC(C4)C2)C3)CC1 (stereo not drawn)
41	COc1ccc(CN2CCN(Cc3c[nH]c4ccccc34)CC2)cc1
42	COc1ccc(CC(NC(C)=O)C(=O)NC2CCN(C(=O)NCc3ccccc3)CC2)cc1 (stereo not drawn)
screen / no.,37,38,39,40,41,42
CHO-K1 Ca ag,0.1,0.1,1.1,0.6,0.1,-0.2
M1 antag,-10,6,6,4,-14,-5
TAAR1 antag,-14,59*,-35,-15,-7,x
CHO parental Ca,-8,-8,-22,-20,-11,-9
M1 ag,-8,-5,-3,-5,-7,-1
CHRM1 PAM,9,-5,-1,0,4,6
CHO-K1 Ca PAM,13,13,-27,9,-9,-5
CHO-K1 Ca antag,-12,-8,10,0,-10,-5
TAAR1 agonist,10,5,1,8,2,x

43	O=C(/C=C/c1c(F)cccc1Cl)NCc1ccco1
44	O=C(OCCCN=C1NS(=O)(=O)c2ccccc21)c1ccccc1
45	COc1cc(OC)c2c(-c3cccc(-c4ccc(C(C)=O)cc4)c3)cc(=O)oc2c1
46	CCCc1ccc(Oc2cc(N3CCOCC3)nc(-c3ccccc3)n2)cc1
47	O=C1Nc2ccccc2N(O)N1c1cc(-c2ccccc2)[nH]n1
48	O=C1c2ccccc2C(=O)N1CN(C(=O)c1ccccc1)c1ccc(O)cc1
49	COc1ccc2c(c1)C(C)=CC(C)(C)N2C(=O)CSc1nnc(-c2ccc(C)cc2)o1
50	CCCC(=O)Nc1ccc(NC(=O)C2CC2)cn1
51	COc1cccc(C(C(=O)NC(C)(C)C)N(C(=O)CCC(=O)Nc2cc(C)on2)C(C)C)c1OC (stereo not drawn)
screen / no.,43,44,45,46,47,48,49,50,51
CHO-K1 Ca ag,1.0,2.3,0.0,0.6,0.1,22*,-0.1,0.1,-0.1
M1 antag,-14,-9,-14,-13,0,5,2,-29,17
TAAR1 antag,9,-24,x,x,-8,-2,13,3,-2
CHO parental Ca,-8,-4,-30,-3,1,-19,-22,-1,-24
M1 ag,-11,-1,-4,-1,-2,-4,-5,-2,-4
CHRM1 PAM,4,4,1,6,-4,8,-5,9,-2
CHO-K1 Ca PAM,24,12,-2,1,6,6,3,17,-5
CHO-K1 Ca antag,-11,-4,-3,-26,-13,12,-9,-3,1
TAAR1 agonist,-1,3,x,x,6,-2,9,7,9

Source: PubChem BioAssay
